A3A deaminase: human APOBEC3A DNA deaminase inhibition | AID 493011 | recombinant A3A, FAM/TAMRA ssDNA deamination fluorescence | 0.41% of 330,000 active | inhibition, % at 20 µM;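 active means at least 40% inhibition at 20 µM here, with at most 30% in a related deaminase screen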;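 further: plate controls were A3A with DMSO for no effect and wells lacking A3A enzyme for full effect; some results filed as inactive read as strong as hits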
Target sequence (P31941 whole entry, looked up): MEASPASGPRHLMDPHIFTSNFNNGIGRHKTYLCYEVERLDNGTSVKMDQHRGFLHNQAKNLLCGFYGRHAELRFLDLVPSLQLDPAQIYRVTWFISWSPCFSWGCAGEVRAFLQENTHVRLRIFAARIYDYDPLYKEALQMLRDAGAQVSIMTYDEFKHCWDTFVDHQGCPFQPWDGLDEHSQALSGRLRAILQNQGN
NLRP3 yeast inh: NALP3 inhibition in yeast; 0.39% of 330,000 active; inhibition, % at 10 µM; Yeast reconstituted NLRP3/ASC/caspase-1, beta-gal luminescence, 24 h;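 active means inhibition of 50% or more; inactive means inhibition below 50%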;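 further: plate controls were induced DMSO wells for no effect and uninduced yeast grown without galactose for full effect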
SENP1 inh: SENP1 (human) catalytic domain inhibition. 0.21% of 360,000 active. inhibition, % at 10 µM. recombinant SENP1 catalytic domain, CyPet-SUMO1-YPet FRET cleavage. Q9P0U3. AID 624204;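 active means inhibition at least 30% at 10 µM, raw YFP signal under a set limit, fluorescence ratio 0.5 to 1.5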;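 further: 0% = enzyme with DMSO and 100% = no enzyme wells; some results filed as inactive read as strong as hits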
Target sequence (Q9P0U3 419-644 limits assumed): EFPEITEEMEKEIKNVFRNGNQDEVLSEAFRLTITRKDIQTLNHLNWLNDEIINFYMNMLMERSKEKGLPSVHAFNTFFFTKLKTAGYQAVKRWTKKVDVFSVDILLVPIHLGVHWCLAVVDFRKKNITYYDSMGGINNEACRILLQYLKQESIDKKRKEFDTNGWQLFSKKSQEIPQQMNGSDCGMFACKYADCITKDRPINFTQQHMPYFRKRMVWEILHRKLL
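system = hSENP1 catalytic domain, recombinant | reagent = SFCypet-SUMO1-SFYpet substrate at 25 nM | doses = one dose per compound, 10 µM, 0.5% DMSO | incubation = enzyme reaction for 50 min at room temperature, dark | measured by = FRET, CFP and YFP emission | controls = no-enzyme low, enzyme-DMSO high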
mIAP act: mouse IAP activation; muIAP, CDP-Star luminescence, 30 min; active compounds read high; 1 = vehicle-only enzyme signal, 0 = enzyme-free wells; activation factor at 10 µM; 0.24% of 330,000 active; AID 2805;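 active means activation factor of at least 2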; further: the source names both 10 and 20 µM as test concentration; values of inactives mirror those of a sister screen read the other way
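System: Mouse IAP enzyme | Also added: CDP-Star substrate | Dosing: Compounds dispensed in DMSO | Schedule: 30 min enzyme-substrate-compound incubation at room temperature | Technique: Chemiluminescence readout | Control set: DMSO-only wells and no-enzyme negative control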
mIAP block: blocks mouse intestinal alkaline phosphatase. purified mouse IAP, CDP-Star luminescence, 30 min. inhibition, % at 10 µM. 0.2% of 330,000 active. AID 2806;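 active means inhibition of at least 40% at 10 µM in the primary screen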;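 further: plate controls were DMSO with enzyme for no effect and no enzyme wells for full effect; values of inactives mirror those of a sister screen read the other way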
hIAP activ: human IAP activation | P09923 | activation factor at 10 µM | 0.16% of 330,000 active | purified human IAP, CDP-Star luminescence, 30 min; active compounds read high; 1 = vehicle-only enzyme, 0 = enzyme-free background;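 active means activation factor of the enzyme at least 2-fold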; further: the source names both 10 and 20 µM as test concentration; values of inactives mirror those of a sister screen read the other way
Target sequence (P09923 whole entry, looked up): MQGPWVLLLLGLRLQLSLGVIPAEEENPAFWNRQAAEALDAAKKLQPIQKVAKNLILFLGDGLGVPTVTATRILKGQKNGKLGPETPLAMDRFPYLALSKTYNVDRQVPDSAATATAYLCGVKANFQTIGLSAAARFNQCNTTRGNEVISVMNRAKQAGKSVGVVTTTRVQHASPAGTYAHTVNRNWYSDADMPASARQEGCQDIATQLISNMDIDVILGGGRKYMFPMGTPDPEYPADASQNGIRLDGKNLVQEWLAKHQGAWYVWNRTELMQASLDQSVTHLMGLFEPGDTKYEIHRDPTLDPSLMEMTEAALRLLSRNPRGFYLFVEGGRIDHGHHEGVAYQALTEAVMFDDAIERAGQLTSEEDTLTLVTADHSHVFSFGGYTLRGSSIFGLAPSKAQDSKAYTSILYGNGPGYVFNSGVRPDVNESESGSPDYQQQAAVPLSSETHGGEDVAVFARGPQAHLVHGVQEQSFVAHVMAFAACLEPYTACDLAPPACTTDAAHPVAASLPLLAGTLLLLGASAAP
hIAP block: human IAP inhibition | P09923 | AID 2544 | purified IAP, CDP-Star luminescence, 30 min | 0.12% of 330,000 active | inhibition, % at 10 µM;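 active means inhibition reaching a set limit with compound at 10 µM in the primary screen, cut at about 35% in these data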;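 further: plate controls were DMSO wells with enzyme for no effect and no-enzyme buffer wells for full effect; values of inactives mirror those of a sister screen read the other way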
beta cell repl: MIN6 beta-cell proliferation induction. MIN6 cells proliferation, ATPlite luminescence, 48 h; cells starved in 0.2% serum; 100% = growth in 10% serum. proliferation, % at 10 µM. 0.29% of 330,000 active;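 active means compounds whose signal lies at least 3.5 SD above the mean of all wells on their plate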;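 further: 0% = DMSO-treated cells in low-serum medium and 100% = 10% serum control; some compounds called inactive have numbers as strong as hits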
APOBEC3G inh: APOBEC3G (human) deaminase inhibition. Q9HC16. recombinant A3G, ssDNA deamination FAM/TAMRA fluorescence. inhibition, % at 20 µM. 0.28% of 330,000 active. AID 493012;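 active means inhibition of at least 40% at 20 µM, with no more than 30% in the related APOBEC3A deaminase screen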;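 further: plate controls were DMSO wells with A3G for no effect and wells lacking A3G enzyme for full effect; some compounds called inactive have numbers as strong as hits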
Numbers without * were called inactive. The list is partial; the hit share may differ from the screen's.

For Cc1ccnc(NC(=O)c2ccc(S(=O)(=O)NCc3ccco3)cc2)c1 the results were A3A deaminase -3, NLRP3 yeast inh 9, SENP1 inh -1, mIAP act 0.95, mIAP block 5, hIAP activ 0.86, hIAP block 14, beta cell repl -2 and APOBEC3G inh 15.
CC(C)Oc1ccc(CSC(=N)N)cc1 was read as A3A deaminase 1, NLRP3 yeast inh 12, SENP1 inh 0, mIAP act 0.95, mIAP block 5, hIAP activ 1, hIAP block -3, beta cell repl -1 and APOBEC3G inh -3.
For Cc1nnc(NC(=O)c2ccc(Br)cc2)s1 the results were A3A deaminase -1, NLRP3 yeast inh 7, SENP1 inh 2, mIAP act 1, mIAP block 0, hIAP activ 1, hIAP block -3, beta cell repl -2 and APOBEC3G inh -3.
For COC(=O)c1ccc(C2c3[nH]c4ccccc4c3C[C@H]3C(=O)N(C4CCN(Cc5ccccc5)CC4)CC(=O)N23)cc1 (some centres not stated) the results were A3A deaminase 0, NLRP3 yeast inh 32, SENP1 inh -2, mIAP act 1, mIAP block 0, hIAP activ 0.96, hIAP block 4, beta cell repl -6 and APOBEC3G inh -4.
CC(C)(C)c1ccccc1NC(=S)NC1CCCC1 was read as A3A deaminase 8, NLRP3 yeast inh 39, SENP1 inh 1, mIAP act 1.1, mIAP block -5, hIAP activ 0.85, hIAP block 15, beta cell repl -7 and APOBEC3G inh 8.
Screening C[C@@H](CN=[N+]=[N-])CN1CC[C@H](NC(=O)OCc2ccccc2)CCC1=O returned A3A deaminase 6, NLRP3 yeast inh 13, SENP1 inh 1, mIAP act 0.94, mIAP block 6, hIAP activ 0.83, hIAP block 17, beta cell repl -1 and APOBEC3G inh 2.
`COc1ccc(CNC(=O)c2cccc(NC(=O)CC3SC(N4CCCCC4)=NC3=O)c2)cc1` (configuration not stated) gave A3A deaminase 4, NLRP3 yeast inh 10, SENP1 inh 0, mIAP act 1, mIAP block -2, hIAP activ 1.1, hIAP block -8, beta cell repl -3 and APOBEC3G inh 5.
`CC(=O)c1ccc(N(CC(=O)NC2CCCC2)C(=O)CCC(=O)Nc2cc(C)on2)cc1` gave A3A deaminase -4, NLRP3 yeast inh 5, SENP1 inh 2, mIAP act 0.96, mIAP block 4, hIAP activ 1, hIAP block -2, beta cell repl -3 and APOBEC3G inh -6.
`CCOc1ccc(CC(=O)NC2CCN(Cc3ccccc3)CC2)cc1` gave A3A deaminase 1, NLRP3 yeast inh 15, SENP1 inh -1, mIAP act 1, mIAP block -2, hIAP activ 0.85, hIAP block 15, beta cell repl -1 and APOBEC3G inh -8.
For CCOC(=O)c1ccccc1N/C=C/C(=O)c1cccs1 the results were A3A deaminase 21, NLRP3 yeast inh 23, SENP1 inh -118, mIAP act 1.1, mIAP block -6, hIAP activ 1.1, hIAP block -7, beta cell repl -1 and APOBEC3G inh 2.
Screening CCOc1ccccc1CN1CCN(CC2=Cc3cc(OC)ccc3OC2)CC1CCO (configuration not stated) returned A3A deaminase 2, NLRP3 yeast inh 11, SENP1 inh -1, mIAP act 1.1, mIAP block -6, hIAP activ 1.1, hIAP block -6, beta cell repl -1 and APOBEC3G inh -7.
Screening Cc1cccc(N2CCN(Cc3nc(CC4CC4)no3)CC2)n1 returned A3A deaminase -2, NLRP3 yeast inh -29, SENP1 inh 2, mIAP act 1, mIAP block -1, hIAP activ 0.99, hIAP block 1, beta cell repl 1 and APOBEC3G inh -7.
`CCc1ccccc1NC(=O)CCc1nc(-c2cccs2)no1` gave A3A deaminase 3, NLRP3 yeast inh 7, SENP1 inh 1, mIAP act 0.98, mIAP block 2, hIAP activ 1.1, hIAP block -10, beta cell repl 2 and APOBEC3G inh -3.
`Cc1ccnn1CC(=O)N/N=C/c1ccco1` gave A3A deaminase -1, NLRP3 yeast inh -7, SENP1 inh 3, mIAP act 1.1, mIAP block -9, hIAP activ 0.98, hIAP block 2, beta cell repl -3 and APOBEC3G inh -7.
For O=C(COC(=O)c1ccc2ccccc2n1)c1ccc(F)cc1 the results were A3A deaminase -5, NLRP3 yeast inh 0, SENP1 inh 1, mIAP act 1.1, mIAP block -6, hIAP activ 1.1, hIAP block -15, beta cell repl -3 and APOBEC3G inh 0.
Screening CCN(CC)C(=O)CN(c1cc(Cl)ccc1OC)S(C)(=O)=O returned A3A deaminase -5, NLRP3 yeast inh 8, SENP1 inh 3, mIAP act 1.2, mIAP block -18, hIAP activ 1.1, hIAP block -6, beta cell repl 0 and APOBEC3G inh -12.
`N/C(=N\OC(=O)c1ccc(Cl)cc1Cl)c1ccccn1` gave A3A deaminase -5, NLRP3 yeast inh 8, SENP1 inh 1, mIAP act 0.96, mIAP block 4, hIAP activ 0.8, hIAP block 20, beta cell repl -6 and APOBEC3G inh -6.
CC(=O)NCCN1C(=O)S/C(=C\c2cccs2)C1=O was read as A3A deaminase 0, NLRP3 yeast inh 4, SENP1 inh 2, mIAP act 0.95, mIAP block 5, hIAP activ 0.94, hIAP block 6, beta cell repl 0 and APOBEC3G inh -13.
Screening CN(C)c1ccc(C(=O)Nc2nnc(C3=COCCO3)o2)cc1 returned A3A deaminase -1, NLRP3 yeast inh 2, SENP1 inh -3, mIAP act 0.85, mIAP block 15, hIAP activ 0.98, hIAP block 2, beta cell repl 0 and APOBEC3G inh -5.
For OCCC1CN(Cc2cc3ccccc3o2)CCN1Cc1ccc(F)cc1 (configuration not stated) the results were A3A deaminase -2, NLRP3 yeast inh 24, SENP1 inh -6, mIAP act 1, mIAP block -1, hIAP activ 0.92, hIAP block 8, beta cell repl -4 and APOBEC3G inh -5.

4 structures out of the list, ordered by formula weight, rising:
For O=C(COC(=O)c1ccc2ccccc2n1)c1ccc(F)cc1 the results were A3A deaminase -5, NLRP3 yeast inh 0, SENP1 inh 1, mIAP act 1.1, mIAP block -6, hIAP activ 1.1, hIAP block -15, beta cell repl -3 and APOBEC3G inh 0.
Screening CN(C)c1ccc(C(=O)Nc2nnc(C3=COCCO3)o2)cc1 returned A3A deaminase -1, NLRP3 yeast inh 2, SENP1 inh -3, mIAP act 0.85, mIAP block 15, hIAP activ 0.98, hIAP block 2, beta cell repl 0 and APOBEC3G inh -5.
Screening CCN(CC)C(=O)CN(c1cc(Cl)ccc1OC)S(C)(=O)=O returned A3A deaminase -5, NLRP3 yeast inh 8, SENP1 inh 3, mIAP act 1.2, mIAP block -18, hIAP activ 1.1, hIAP block -6, beta cell repl 0 and APOBEC3G inh -12.
For OCCC1CN(Cc2cc3ccccc3o2)CCN1Cc1ccc(F)cc1 (configuration not stated) the results were A3A deaminase -2, NLRP3 yeast inh 24, SENP1 inh -6, mIAP act 1, mIAP block -1, hIAP activ 0.92, hIAP block 8, beta cell repl -4 and APOBEC3G inh -5.

The list continues.
`Cn1ccnc1SCC(=O)Nc1ccc(Br)cc1C(F)(F)F` gave A3A deaminase -2, NLRP3 yeast inh 16, SENP1 inh 1, mIAP act 1, mIAP block -1, hIAP activ 1, hIAP block -2, beta cell repl -1 and APOBEC3G inh -3.
COc1ccc2nc(/N=C/c3cccc(OC)c3O)sc2c1 was read as A3A deaminase -3, NLRP3 yeast inh 12, SENP1 inh 9, mIAP act 1, mIAP block 0, hIAP activ 1, hIAP block -4, beta cell repl -2 and APOBEC3G inh -11.
COc1ccccc1NC(=O)NCc1nc(-c2ccc(C(F)(F)F)cc2)no1 was read as A3A deaminase 4, NLRP3 yeast inh 12, SENP1 inh 1, mIAP act 1.1, mIAP block -7, hIAP activ 0.94, hIAP block 6, beta cell repl -3 and APOBEC3G inh 5.
Screening C=CCn1c(=O)c2ccc(C(=O)NCc3ccccc3)cc2n(Cc2ccc(Cl)cc2)c1=O returned A3A deaminase 1, NLRP3 yeast inh 7, SENP1 inh 2, mIAP act 1.1, mIAP block -9, hIAP activ 1.1, hIAP block -7, beta cell repl 0 and APOBEC3G inh 3.
`COC(=O)c1cc2ccsc2n1Cc1nc(-c2ccc(OC)cc2)oc1C` gave A3A deaminase 3, NLRP3 yeast inh 21, SENP1 inh -2, mIAP act 0.98, mIAP block 2, hIAP activ 1.2, hIAP block -18, beta cell repl -4 and APOBEC3G inh -3.
`CSc1ncc(C(=O)Nc2cccc(Cl)c2)c(C)n1` gave A3A deaminase 4, NLRP3 yeast inh 47, SENP1 inh -5, mIAP act 1, mIAP block -1, hIAP activ 0.77, hIAP block 23, beta cell repl 0 and APOBEC3G inh -1.
For CNc1ccc(Br)cc(C(=O)/C=C/c2ccc(OC)cc2)c1=O the results were A3A deaminase 24, NLRP3 yeast inh 24, SENP1 inh -6, mIAP act 0.76, mIAP block 24, hIAP activ 0.9, hIAP block 10, beta cell repl -5 and APOBEC3G inh 16.
COc1ccc(C(=O)Oc2cc(/C=N/NC(N)=S)ccc2OC)cc1 was read as A3A deaminase -3, NLRP3 yeast inh 0, SENP1 inh 0, mIAP act 1, mIAP block -2, hIAP activ 1.1, hIAP block -10, beta cell repl -5 and APOBEC3G inh -8.
Cc1nc2cc(NCc3ccc(Cl)cc3)ccc2n1C was read as A3A deaminase -6, NLRP3 yeast inh 5, SENP1 inh 31*, mIAP act 0.94, mIAP block 6, hIAP activ 1.1, hIAP block -14, beta cell repl -4 and APOBEC3G inh 24.
`O=C1CCC/C(=N\NC(=O)c2ccc(NS(=O)(=O)c3ccc(Br)cc3)cc2)C1` gave A3A deaminase -9, NLRP3 yeast inh 7, SENP1 inh -9, mIAP act 0.95, mIAP block 5, hIAP activ 1.1, hIAP block -7, beta cell repl -1 and APOBEC3G inh -14.
Cc1ccc(C(=O)NC(=S)NCCCN2CCOCC2)cc1 was read as A3A deaminase -5, NLRP3 yeast inh 1, SENP1 inh 0, mIAP act 0.95, mIAP block 5, hIAP activ 0.92, hIAP block 8, beta cell repl 0 and APOBEC3G inh -8.
For CC1(c2ccc3c(c2)OCCO3)NC(=O)N(CC(=O)Nc2ccccc2F)C1=O (configuration not stated) the results were A3A deaminase 0, NLRP3 yeast inh 25, SENP1 inh 1, mIAP act 1, mIAP block -3, hIAP activ 0.92, hIAP block 8, beta cell repl -3 and APOBEC3G inh 8.
For O=c1c2cc(NC(=S)N3CCCCCC3)ccc2nc2n1CCCCC2 the results were A3A deaminase 7, NLRP3 yeast inh -2, SENP1 inh 2, mIAP act 0.96, mIAP block 4, hIAP activ 0.99, hIAP block 1, beta cell repl 1 and APOBEC3G inh -1.
Screening COc1ccc(OC)c(NC(=O)c2sc3nc(Cc4ccccc4)cc(C(F)(F)F)c3c2N)c1 returned A3A deaminase -4, NLRP3 yeast inh 1, SENP1 inh -25, mIAP act 0.98, mIAP block 2, hIAP activ 1.1, hIAP block -10, beta cell repl -2 and APOBEC3G inh -4.
Screening CC(C)c1ccc(/C=C2\SC(=S)N(CCC(=O)NCCCn3ccnc3)C2=O)cc1 returned A3A deaminase -2, NLRP3 yeast inh 4, SENP1 inh 6, mIAP act 0.92, mIAP block 8, hIAP activ 0.77, hIAP block 23, beta cell repl -7 and APOBEC3G inh -2.
CCOC(=O)n1c(SCC(N)=O)nc2ccccc21 was read as A3A deaminase 1, NLRP3 yeast inh 2, SENP1 inh 1, mIAP act 1, mIAP block -2, hIAP activ 0.82, hIAP block 18, beta cell repl 2 and APOBEC3G inh 0.
